# From PubChem
# tuberculosis growth = growth inhibition of non-replicating M. tuberculosis (AID 488890). Mycobacterium tuberculosis non-replicating, growth inhibition; higher % means a stronger effect. inhibition, % at 25 µM, or IC50 in µM where a hit was titrated. 320,000 tested, 0.39% active; in the data active = a potency from the dose series; inconclusive = inhibition mostly from about 82% at the one dose, without a potency; inactive = the rest, 99 in 100 with inhibition below about 76%;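 also: plate controls were DMSO cells for no effect and high antibiotic wells for full effect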
# VEEV TC-83 Vero = inhibitors of VEEV TC-83 cytopathic effect, confirmation, Vero cells (AID 588727) | Vero cells, VEEV TC-83 cytopathic effect inhibition; higher % means a stronger effect | one-dose inhibition, % at 20 µM; IC50 in µM for titrated hits | 350,000 tested, 0.13% active; in the data active = a potency from the dose series; inconclusive = inhibition mostly from about 14% at the one dose, without a potency; inactive = the rest, 99 in 100 with inhibition below about 12%; also: strong numbers were not always called active
# Salmonella PhoP GFP = PhoP regulon inhibitors, Salmonella typhi PhoP promoter GFP reporter, confirmatory (AID 1850) | Salmonella Typhi PhoP-promoter GFP reporter, fluorescence, 4 h; higher % means a stronger effect | inhibition, % at 50 µM; hits with a dose series show IC50 in µM | 310,000 tested, 0.33% active; in the data active = a potency from the dose series; inconclusive = inhibition mostly from about 25% at the one dose, without a potency; inactive = the rest, 99 in 100 with inhibition below about 19%;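 also: 0% = induced wells with vehicle and 100% = uninduced wells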
# H1N1 NS1A inhibition = H1N1 influenza NS1A inhibitors, functional cell based assay (AID 504329) | NS1A functional cell-based assay, percent inhibition; higher % means a stronger effect | 340,000 tested, 0.3% active | inhibition, % at 12.5 µM, or IC50 in µM where a hit was titrated; in the data active = a potency from the dose series; inconclusive = inhibition above about 27% without an active follow-up result; also: strong numbers were not always called active
# H37Rv inhibition = M. tuberculosis growth inhibition, HTS (AID 449762). inhibition, % at 25 µM; hits with a dose series show IC50 in µM. M. tuberculosis H37Rv growth inhibition, 7H9 media; higher % means a stronger effect. 330,000 tested, 0.59% active; in the data active = a potency from the dose series; inconclusive = inhibition above about 70% without an active follow-up result;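 also: bacterial growth assessed after seven days of incubation; strong numbers were not always called active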
# VEEV TC-83 Vero 10K pilot screen = further read-out of VEEV TC-83 Vero, marked with its call; inhibition, %; measured here: 10K pilot screen inhibition
# * = called active by the depositor; i = inactive; ? = inconclusive; . = no result given.
SMILES,tuberculosis growth,VEEV TC-83 Vero,Salmonella PhoP GFP,H1N1 NS1A inhibition,H37Rv inhibition,others
CO/N=C/C(C#N)=C/c1ccc(OC)c(OC)c1,-13%,2.1%,6%,6%,3%,
COc1ccc(NC(=O)COC(=O)C23CC4CC(CC(NC(C)=O)(C4)C2)C3)cc1S(=O)(=O)N1CCOCC1,11%,1.4%,.,-9%,3%,
COC(=O)c1cc(CNC(=O)CCCSc2ccccc2)ccc1OC,.,1.3%,.,5%,.,
CSc1ncccc1C(=O)NCCc1ccccc1F,4%,2.0%,6%,0%,4%,
CCOc1ccc(NC(=S)Nc2ccc3nsnc3c2)cc1,?,0.9%,7%,7%,?,
O=C(CCN1C(=O)[C@@H]2Cc3ccccc3CN2C1=O)NCc1ccccc1,-4%,i,1%,-8%,-7%,
CCOC(=O)c1c(C)[nH]c(C)c1C(=O)COC(=O)CNC(=O)C1CCCCC1,10%,0.2%,0%,-14%,-6%,
Cc1c(C)c2c(OCC(=O)N3CCC(C(N)=O)CC3)cc3c(c2oc1=O)CCC(C)(C)O3,3%,8.3%,-13%,1%,2%,
COc1ccc2c(c1)CCc1c(C(=O)Nc3cc(C)n(Cc4ccc(Cl)cc4)n3)noc1-2,5%,3.0%,-7%,-1%,4%,
CS(=O)(=O)c1cccc(C(=O)Nc2ccc(S(=O)(=O)N3CCCCC3)cc2)c1,.,0.9%,.,-2%,.,
CC(C)(C)[C@H]1COC(=O)[C@H](NC(=O)OCC2c3ccccc3-c3ccccc32)C/C=C\C[C@@H](CC(=O)N[C@@H](CO)Cc2ccccc2)C(=O)N1,76%,1.7%,.,15%,?,
CCCCNC(=O)C1CCN(C/C(C)=C/c2ccccc2)CC1,-17%,0.4%,-1%,-2%,-2%,
COc1ccc(-c2nnn(CC(=O)N(CC(=O)NC3CCCC3)Cc3cccs3)n2)cc1OC,9%,10%,2%,0%,-11%,
CCCCn1c(N)c(N(Cc2ccccc2OC)C(=O)CN2C(=O)NC3(CCCC3)C2=O)c(=O)[nH]c1=O,-3%,1.3%,3%,-2%,1%,
COc1ccc(C(O)Cn2cc([N+](=O)[O-])nc2C)cc1 (configuration not stated),-9%,i,3%,-17%,-2%,
COc1cc(C(=O)N2c3ccccc3CC2C)cc(OC)c1OC (configuration not stated),0%,1.1%,3%,3%,2%,
CN(C(=O)CSc1cn(CC(=O)N2CCOCC2)c2ccccc12)c1ccccc1,-11%,i,-7%,-6%,6%,
CC[C@]12c3[nH]c4ccc(Cl)cc4c3CCN1C(=O)[C@@H](CC(=O)NCCCOC)C[C@@H]2C(=O)N1CCN(C(=O)C2CC2)CC1,.,0.1%,.,-9%,.,
O=C(COc1ccccc1Br)c1ccc2c(c1)OCO2,70%,3.5%,8%,-12%,-8%,
Fc1cc(F)cc(NC(=S)N2CCC(c3ccccc3)C2)c1 (configuration not stated),?,1.8%,18%,-8%,-5%,
CCOC(=O)c1csc(NC(=O)c2cc3ccccc3o2)n1,1%,4.8%,-3%,2%,1%,
Cn1ccnc1SCC(=O)NC12CC3CC(CC(C3)C1)C2,-8%,1.4%,-1%,2%,1%,
Cc1nnc(SCC2=C(C(=O)O)N3C(=O)C(NC(=O)c4cc(F)c(F)cc4Cl)C3SC2)s1 (configuration not stated),-14%,0.7%,-5%,-1%,-7%,
Cc1cc(C)c2cc(C#N)c(N3CCCN(S(=O)(=O)c4ccccc4)CC3)nc2c1,9%,.,6%,.,-4%,
CN(Cc1cccnc1)Cc1c(C(=O)N2CCc3ccccc3C2)nc2ccc(Cl)cn12,4%,i,-1%,13%,2%,
CC(C)(C)c1nn2cnnc2n(/N=C/c2ccccc2)c1=O,25%,2.9%,3%,-4%,-1%,
CCOC(=O)COc1ccccc1/C=N/O,.,0.3%,-2%,4%,-3%,
O=C(NCCc1ccc(Cl)cc1)c1cc(-c2ccncc2)nc2ccccc12,-5%,0.5%,-1%,3%,10%,
Cc1nc(S(=O)(=O)NC2CCCCC2)c(C#N)c(C)c1Cl,10%,2.0%,2%,0%,-12%,
COc1cccc(CNC(=O)CCC2CCCN(C(=O)c3ccc(OC)c(F)c3)C2)c1 (configuration not stated),1%,i,6%,-11%,-12%,
Cc1ccc(CNC(=O)CN2C(=O)CSc3ccc(S(=O)(=O)N4CCC(C)CC4)cc32)cc1,19%,2.5%,-12%,-7%,-5%,
O=C(COc1ccc(-c2nnco2)cc1)NCc1ccccc1Cl,-19%,2.1%,-3%,0%,7%,
Cc1cccc(-c2cc(C(=O)Nc3cccnc3)c3ccccc3n2)c1,13%,9.0%,-9%,-4%,?,
O=C(Oc1cc(=O)oc2c1c(=O)n1c3c(cccc23)CC1)c1ccccc1,61%,7.3%,0%,-7%,?,
O=C(O)c1cccc(-n2cc(-c3cccc(C(F)(F)F)c3)cn2)c1,14%,0.7%,7%,-6%,5%,
CCCCn1c(=N)c(S(=O)(=O)c2ccc(Br)cc2)cc2c(=O)n3cccc(C)c3nc21,2%,i,-32%,-6%,-3%,
Cc1cc(C(=O)COC(=O)c2ccc(O)cc2)c(C)n1-c1ccccc1F,62%,7.1%,2%,-5%,-4%,
COc1ccc(Cl)cc1C(=O)Nc1cc(=O)n(C)c(=O)n1C,.,0.6%,-16%,-10%,-10%,
COc1ccc(CNc2nc(NCc3ccc(OC)cc3)n(C(=O)c3ccncc3)n2)cc1,3%,0.2%,3%,0%,-9%,
CN1CCc2[nH]c3ccc(C(=O)NN)cc3c2C1,19%,1.9%,?,4%,-9%,
Cc1ccc(CN2CCC(C(=O)Nc3cccc(-c4cccc(F)c4)c3)CC2)o1,24%,i,7%,3%,7%,
COc1ccccc1NC(=O)Nc1ccnn1C1CCN(C(=O)c2cccnc2)CC1,-12%,0.6%,-1%,-4%,2%,
O=C(Cn1ncc2c([nH]c3ccccc32)c1=O)Nc1ccc(F)cc1F,-12%,4.1%,-2%,0%,2%,
N#Cc1nc(-c2ccco2)oc1NCc1cccnc1,-6%,0.9%,18%,-5%,6%,
COc1ccc(CCNS(=O)(=O)c2ccc([N+](=O)[O-])cc2)cc1OC,20%,0.3%,-6%,-27%,2%,
COc1cc(/C=C(\C#N)C(=O)NCC2CCCO2)ccc1O (configuration not stated),-10%,0.8%,0%,-6%,-2%,
c1nc(N2CCOCC2)c2c3c(sc2n1)CCCC3,5%,i,-3%,-1%,2%,
COc1ccc(C2c3c(noc3C)CC(C)(O)C2C(C)=O)cc1 (configuration not stated),-6%,1.5%,2%,-26%,8%,

# Looked up by structure from above:
SMILES,tuberculosis growth,VEEV TC-83 Vero,Salmonella PhoP GFP,H1N1 NS1A inhibition,H37Rv inhibition,others
O=C(COc1ccc(-c2nnco2)cc1)NCc1ccccc1Cl,-19%,2.1%,-3%,0%,7%,
COc1ccc(Cl)cc1C(=O)Nc1cc(=O)n(C)c(=O)n1C,.,0.6%,-16%,-10%,-10%,
CN1CCc2[nH]c3ccc(C(=O)NN)cc3c2C1,19%,1.9%,?,4%,-9%,

# (more compounds)
SMILES,tuberculosis growth,VEEV TC-83 Vero,Salmonella PhoP GFP,H1N1 NS1A inhibition,H37Rv inhibition,others
O=C(NCCc1ccc(Cl)cc1)c1ccc2nccnc2c1,32%,6.5%,-6%,-3%,5%,
CC(C)CCC1(CCNC(C)c2cccs2)CCOC(C)(C)C1 (configuration not stated),14%,i,-6%,-1%,-1%,
COc1cccc(CNCCc2cccc(F)c2)c1OC,11%,i,7%,-5%,1%,
CCN(CC(=O)NCc1ccc(Cl)cc1)C(=O)c1cc(S(=O)(=O)N2CCOCC2)ccc1C,26%,1.4%,.,-6%,-2%,
CN(C)c1ccc(/C=C2\SC(N3CCCCC3)=NC2=O)cc1,57%,1.0%,2%,0%,4%,
Cc1ccc(C(=O)Nc2ccc(S(=O)(=O)N3CCOCC3)cc2)cc1Br,-6%,7.4%,-8%,.,3%,
COc1cc(CNC(C)(C)CO)ccc1OCC(=O)Nc1ccc(Br)cc1,6%,0.7%,-6%,-9%,11%,
CC(C)c1ccc(N=Cc2c(O)c3ccccc3oc2=O)cc1,74%,i,-8%,-9%,-13%,
CN(C)CCN(Cc1ccco1)c1ccccn1,.,0.8%,.,-5%,.,
CCOc1ccc(NC(=O)CN(C)C(=O)c2ccc(-c3ccc(C(C)=O)cc3)o2)cc1OCC,-5%,9.6%,7%,-4%,-4%,
CNC(=O)COC(=O)c1cc2c(s1)CCCC2,27%,0.3%,3%,7%,1%,
CCOC(=O)C1Cc2ccccc2C(=O)O1 (configuration not stated),4%,0.7%,1%,6%,-5%,
Cn1c(CC(=O)NNC(=O)c2ccc(F)cc2Cl)nc2ccccc21,77%,0.8%,.,-4%,21%,
COc1ccc(NC(=O)C2CCCN2S(=O)(=O)c2cccc3cccnc23)c(OC)c1 (configuration not stated),.,1.0%,-1%,-5%,4%,
Cc1ccc(OCCC(=O)OCC(=O)NC(=O)NC2CCCC2)cc1,64%,0.5%,1%,-11%,7%,
OCC1(Cc2ccccc2)CCCN(Cc2ccn[nH]2)C1 (configuration not stated),3%,0.2%,-15%,-20%,2%,
CCCOC(=O)c1ccc(NC(=O)COC(=O)C2CCN(c3ccc(C(F)(F)F)cn3)CC2)cc1,.,0.5%,.,-13%,.,
COc1ccccc1CNC(=O)c1cc(-c2cccnc2)nc2ccccc12,5%,9.3%,7%,-24%,5%,
O=C(NCCn1cc(SCc2ccccc2F)c2ccccc21)c1c(F)cccc1F,-18%,3.8%,7%,6%,-6%,
COc1ccc(/C=N/NC(=O)C(=O)NCc2cccnc2)cc1OC,81%,0.7%,2%,-9%,5%,
COc1ccc(NC(=O)c2cccc(S(=O)(=O)N3CCCCCC3)c2)cc1,6%,2.9%,3%,11%,2%,
COc1ccc(OC)c(C(c2nnnn2C2CCCC2)N2CCc3ccccc3C2)c1 (configuration not stated),27%,2.2%,13%,2%,6%,
COc1ccc(NS(=O)(=O)c2cccc(C(=O)N/N=C/c3ccc(O)cc3)c2)cc1,22%,0.4%,6%,-1%,4%,
Cc1ccc(OCCC(=O)Nc2ccc3c(c2)OCO3)cc1,39%,0.8%,.,7%,34%,
CNS(=O)(=O)c1cnccc1N1CCN(C)CC1,4%,0.7%,-4%,-13%,5%,
COC(=O)c1ccc(CSc2nnnn2-c2ccc(C)cc2C)o1,32%,0.4%,3%,2%,5%,
Cc1nc(NC(=O)C2CC2)sc1C(=O)N1CCCCC1,-9%,0.1%,2%,-6%,3%,
CCn1cc(C2=NOC(C(=O)Nc3cc(OC)c(Cl)cc3OC)C2)c(C)n1 (configuration not stated),3%,7.8%,-5%,7%,-6%,
CCCn1c(SCC(=O)N2c3ccccc3Sc3ccccc32)nc2c1c(=O)n(C)c(=O)n2C,5%,i,-6%,22%,-3%,
C[C@]12c3[nH]c4ccccc4c3CCN1C(=O)C(CC(=O)NCCC1=CCCCC1)C[C@@H]2C(=O)N1CCCCC1 (some centres not stated),-2%,i,.,-5%,5%,
CC1=NN(c2ccc(C)cc2C)C(=O)C1C(c1cccc(O)c1)C1C(=O)N(c2ccc(C)cc2C)N=C1C (configuration not stated),52%,1.1%,2%,-2%,6%,
COc1ccc(C(=O)CC(CC(=O)c2ccc(OC)cc2)C(=O)O)cc1,2%,0.1%,-9%,9%,0%,VEEV TC-83 Vero 10K pilot screen=0.2
CCOC(=O)N1CCN(C(=O)c2ccc(OC(C)=O)cc2)CC1,-6%,i,3%,-1%,-3%,
CCCN(Cc1ccccc1)C(=S)Nc1ccc(SC(F)F)cc1,.,4.1%,.,-2%,.,
Cc1cc2nnc(SCC(=O)N3CCN(c4ccccc4)CC3)n2c(N)n1,-4%,2.3%,5%,4%,-8%,
COc1ccc(CN(C)CC(=O)Nc2cccc(S(=O)(=O)N3CCCC3)c2)cc1F,21%,8.4%,.,-4%,-4%,
C=CCC(=O)NC(C)c1cnn(-c2ccccc2C)c1C (configuration not stated),-4%,i,-15%,-2%,-10%,
COc1ccc(S(=O)(=O)N(C)C2(C)CCS(=O)(=O)C2)cc1OC (configuration not stated),11%,2.0%,1%,-3%,-7%,
Nc1cc(N)nc(SCc2cc(=O)oc3cc4c(cc23)CCC4)n1,24%,6.8%,-14%,3%,?,

# By substructure, the compounds so far with a COOH group.
SMILES,tuberculosis growth,VEEV TC-83 Vero,Salmonella PhoP GFP,H1N1 NS1A inhibition,H37Rv inhibition,others
Cc1nnc(SCC2=C(C(=O)O)N3C(=O)C(NC(=O)c4cc(F)c(F)cc4Cl)C3SC2)s1 (configuration not stated),-14%,0.7%,-5%,-1%,-7%,
O=C(O)c1cccc(-n2cc(-c3cccc(C(F)(F)F)c3)cn2)c1,14%,0.7%,7%,-6%,5%,
COc1ccc(C(=O)CC(CC(=O)c2ccc(OC)cc2)C(=O)O)cc1,2%,0.1%,-9%,9%,0%,VEEV TC-83 Vero 10K pilot screen=0.2
